# Screens: PubChem BioAssay, several laboratories
# SDO1 yeast rescue – compounds rescuing growth of sdo1-depleted yeast, bone marrow failure model; S. cerevisiae sdo1-depleted JHY4D growth rescue, OD600 30 h; stronger effect = higher value; pdr5 snq2 efflux-pump mutant strain; z-score at 10 µM; hit rate 0.21% among 140,000; AID 817;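 active = z-score above 3 at both the 24 hr and the 30 hr optical density reads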;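 note: z-score against mean and SD of all compound wells on the same plate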
# Insulin prom inh – TRM-6 insulin promoter activity inhibition | TRM-6 cells (human fetal islet line), insulin promoter-eGFP reporter, imaging; reporter expression induced with tamoxifen | AID 1273 | hit rate 0.9% among 130,000 | inhibition, % at 2 µM;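 active = inhibition above the mean plus 3 SD, with well images judged a real hit on visual review, cut at about 60% in these data, passing the limit was not always enough; inconclusive = inhibition over the cutoff but images rejected on review; inactive = inhibition not above the cutoff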
# SDO1 yeast rescue Rescue 24 h – also measured in SDO1 yeast rescue; calls as there; z-score; S. cerevisiae sdo1-depleted JHY4D growth rescue, OD600; measured here: growth rescue at 24 h;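 0 is the plate mean of compound wells and units are plate SD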
# * = called active by the depositor; i = inactive; ? = inconclusive; nt = not tested or not shown; [ ] = remark or other dose. These rows are one share of the data; rates above refer to the full screens.
SMILES,SDO1 yeast rescue,SDO1 yeast rescue Rescue 24 h,Insulin prom inh
CCOc1cccc(Oc2ncccc2C(=O)/C(C#N)=C/N(C)C)c1,0.64,0.85,-14.3
COC(=O)c1ccc2c(c1)NC(=O)C1CCCN21 (configuration not stated),1.07,1.7,nt
Cc1cc(C)n2nc(Cc3ccccc3)nc2n1,0.68,0.48,?
C=CCN1CC(O)=C(c2nc3ccccc3[nH]2)C1=N,nt,nt,33.3
Cc1ccc(SCc2nc(-c3ccncc3)no2)cc1,-1.26,-0.72,36.0
Cc1ccc(S(=O)(=O)N2c3ccc(S(N)(=O)=O)cc3CC2C)cc1 (configuration not stated),0.74,-0.5,44.4
CC(=O)N1CCN(C(=O)CCc2nc3ccccc3c(=O)[nH]2)CC1,-0.11,-0.42,-2.7
N/C(COc1cccc(Cl)c1)=N\NS(=O)(=O)c1ccccc1,0.2,-0.51,-33.3
COc1ccc(CN(Cc2ccccn2)C(=O)CN2C(=O)COc3ccccc32)cc1,-1.02,-1.48,nt
COc1ccc(CCNC(=O)COC(=O)/C=C/c2ccc(OCC#N)c(OC)c2)cc1,-0.7,0.5,-26.7
CC(=O)Nc1cccc(C(=O)/C=C/c2ccc(Br)cc2)c1,-2.11,-2.36,40.5
Cc1ccc(NS(=O)(=O)c2cc(C(=O)N3CCOCC3)ccc2C)cc1C,0.68,0.27,-13.5
Cc1ccc(NC(=O)CCCCCNS(=O)(=O)c2ccc(C)cc2)cc1,-0.04,0.33,-25.0
Cc1ccc(C)c(S(=O)(=O)C(C#N)c2nc3ccccc3nc2N2CCOCC2)c1 (configuration not stated),-1.28,-1.2,-5.6
O=C(O)CC/C(=C\c1cc([N+](=O)[O-])ccc1Cl)c1nc2ccccc2s1,-0.6,-0.93,50.8
CC1(C)C(=O)OC(c2cc(Br)ccc2O)C(C)(C)C1=O (configuration not stated),0.06,-0.21,nt
CC(=NCCCn1ccnc1)C1=C(O)c2ccccc2C1=O,0.57,0.25,-16.1
COc1ccccc1C(c1nnnn1C1CCCC1)N1CCN2CCCC2C1 (configuration not stated),1.4,1.55,nt
O=C(CSc1nnc(SCc2ccc(Cl)cc2)s1)c1ccc2c(c1)OCO2,-0.17,0.33,31.0
CCn1c(=O)c2cc(C(=O)N3CCOCC3)sc2c2ccccc21,-0.8,-1.07,nt
Cc1cc(-c2ccc3ccccc3c2)n2ncnc2n1,nt,nt,-12.5
Cc1cc(C(=O)NN=C(Cc2ccccc2)Cc2ccccc2)c(C)o1,-1.45,-1.29,-33.3
CCOCCn1c(SCCc2ccccc2)nc2c1c(=O)[nH]c(=O)n2C,0.47,0.44,60.0
CCC(C)N=C1SCC(C)(/C=N/O)S1 (configuration not stated),0.25,-0.92,-58.3
Cc1cccc(SCc2noc(C(=O)NCC3CCCO3)c2C(=O)O)c1 (configuration not stated),0.73,0.64,8.1
Cc1ccc(C(=O)Nc2ccc(C(=O)O)cc2)cc1S(=O)(=O)Nc1cccc([N+](=O)[O-])c1,nt,nt,53.3
O=C1OC(c2ccccc2)/C(=C(/O)c2ccccc2)C1=O (configuration not stated),0.21,-0.12,-3.6
CCC(=O)N1CCN=C1SCc1ccc(Cl)cc1,0.68,0.69,-493.1
O=C(NC1CCS(=O)(=O)C1)C12CC3CC(CC(C3)C1)C2 (configuration not stated),0.45,0.35,nt
O=C(CC1(O)C(=O)Nc2ccc(Br)cc21)c1ccc2c(c1)OCO2 (configuration not stated),2.67,3.21,30.3
Cc1cc(C)nc(NS(=O)(=O)c2ccc(NC(=O)C3COc4ccccc4O3)cc2)n1 (configuration not stated),nt,nt,23.5
Cc1ccc(CSc2ncnc3c2cnn3-c2ccccc2)cc1,-0.19,-0.08,nt
Cc1ccc(C)c(NC(=O)CSc2ccc(-c3cccs3)nn2)c1,-0.34,-0.07,nt
COc1ccc(OC)c(C2C(C(N)=O)=C(C)Nc3nc(CCCO)nn32)c1 (configuration not stated),0.05,0.78,nt
Cc1ccc(Cl)cc1N1CCN(c2cccc[n+]2C)CC1,0.18,0.08,-39.3
CCOP(=O)(OCC)C(Nc1cccc(C(F)(F)F)c1)c1ccc(Br)cc1 (configuration not stated),-0.98,-1.37,-34.4
O=S(=O)(NC(=NC1CCCC1)C(F)(F)F)c1ccccc1,1.11,0.4,-3.0
O=C(N/N=C/c1ccc(O)cc1O)/C(=C/c1ccccc1)CCO,2.5,2.94,nt
CCOc1cc(C)c(S(=O)(=O)N2CCCC2)cc1C,-1.3,-0.9,nt
CC1Cc2nc(SCC(=O)Nc3nc4ccccc4s3)n(C)c(=O)c2S1 (configuration not stated),0.34,-0.01,nt

# As entered above:
# In Insulin prom inh, O=S(=O)(NC(=NC1CCCC1)C(F)(F)F)c1ccccc1 is listed with -3.0
# In SDO1 yeast rescue, Cc1ccc(CSc2ncnc3c2cnn3-c2ccccc2)cc1 is listed with -0.19
# In Insulin prom inh, Cc1cc(C)nc(NS(=O)(=O)c2ccc(NC(=O)C3COc4ccccc4O3)cc2)n1 (configuration not stated) is listed with 23.5
# In SDO1 yeast rescue, O=C(N/N=C/c1ccc(O)cc1O)/C(=C/c1ccccc1)CCO is listed with 2.5

# Structural class: the entries above with a thiophene ring, fused or not
SMILES,SDO1 yeast rescue,SDO1 yeast rescue Rescue 24 h,Insulin prom inh
CCn1c(=O)c2cc(C(=O)N3CCOCC3)sc2c2ccccc21,-0.8,-1.07,nt
Cc1ccc(C)c(NC(=O)CSc2ccc(-c3cccs3)nn2)c1,-0.34,-0.07,nt

# (more compounds)
SMILES,SDO1 yeast rescue,SDO1 yeast rescue Rescue 24 h,Insulin prom inh
Cc1ccc(NC(=O)CCC(=O)NNC(=O)c2ccco2)cc1C,0.88,0.77,nt
Cc1cc(C)cc(-n2c(C)c3c(C)nnc(C)c3c2C)c1,0.05,-1.33,-44.4
COc1ccccc1C(=O)NNC(=O)c1ccncc1,nt,nt,21.4
COc1ccc(/C=C/C(=O)NC(=S)NNC(=O)c2cccnc2)cc1,0.93,-0.07,48.0
CCC12CN3CC(CC)(CN(C1)C3c1c(O)ccc3ccccc13)C2=O (configuration not stated),-0.54,-0.52,25.0
S=c1nc(-c2ccccc2)n(CCCn2ccnc2)c2c1CCCC2,0.93,1.11,nt
Cc1cc(C(=O)Nc2c(F)cc(F)cc2Br)no1,0.01,-0.49,-14.4
O=C(O)c1ccc2noc(-c3ccccc3)c2c1,0.2,0.07,-13.5
CCCCC(=O)NC(=S)Nc1ccccc1N1CCCCC1,-0.92,-1.52,21.4
N#Cc1cc2c(nc1SCC(=O)N1CCCCC1)CCCCC2,-0.36,-0.23,-41.4
CC(C)C(c1nnnn1C1CCCC1)N1CCc2ccccc21 (configuration not stated),-0.89,0.32,nt
Cc1[nH]c2ccccc2c1[C@H]1[C@@H](CC#N)C1(C)C,-1.48,-1.41,5.1
CC(C)(C)NC(=O)CCSc1nnc(-c2ccco2)o1,nt,nt,-27.3
CCOC(=O)N1CCC(Nc2c(-c3ccc(C)c(C)c3)c(=O)c2=O)CC1,0.53,0.46,nt
N#Cc1nc(-c2ccco2)oc1NCc1ccc(F)cc1,-0.46,-0.62,0.0
CCn1c(=O)c2ccccc2n2c(SCC(=O)NCc3cccs3)nnc12,-0.14,-0.77,-136.4
CCCN1CCN(CCCNC(=O)Cn2cc3c(n2)CCCC3)CC1,1.3,1.26,20.0
CCOc1ccc(N=C(NC#N)SCC(=O)NC2CC2)cc1,0.65,0.3,nt
CC(=O)c1cccc(N=Nc2c(C)[nH]c3ccccc23)c1,-1.11,-0.6,-20.7
O=C(CN(C(=O)c1ccccc1Cl)N1C(=O)CCCC1=O)c1ccc(Cl)cc1,nt,nt,28.6
CC(=O)c1c(C)[nH]c(C(=O)OCc2ccccc2F)c1C,nt,nt,9.1
CCCC(c1nnnn1C(C)(C)CC)N1CCN(C2CCCC2)CC1 (configuration not stated),-0.28,-0.48,-13.3
O=C(CNC(=O)c1ccccc1Cl)N/N=C/c1ccc([N+](=O)[O-])s1,0.53,-0.34,nt
COc1ccc(NS(=O)(=O)c2ccc(N3C(=O)CCC3=O)cc2)cc1,0.96,0.43,8.3
Cc1ccc(C)c(NC(=O)C2CCCN2/C=C/C(=O)C(F)(F)F)c1 (configuration not stated),-0.04,-0.46,nt
Cc1ccc(C)c(Oc2coc3cc(OC(=O)c4cccs4)ccc3c2=O)c1,nt,nt,-33.3
c1ccc(-n2cnnc2SCc2cn3ccccc3n2)cc1,1.44,1.62,-3.0
O=C(NN1C(=O)c2ccccc2NC1c1ccoc1)c1ccccc1 (configuration not stated),nt,nt,-14.3
O=C(c1cc([N+](=O)[O-])ccc1Cl)N1CCN(c2ccc(F)cc2)CC1,0.25,0.23,nt
O=C(CSc1nnc(Cc2cc(=O)[nH]c(=O)[nH]2)n1-c1ccc(F)cc1)NC1CCCC1,0.35,-0.12,nt
O=S(=O)(Cc1ccc(Cl)cc1)NCC1CCCO1 (configuration not stated),1.36,2.24,34.2
O=C(O)c1cccc(NC(=O)c2cn(-c3ccccc3)nc2-c2cc3ccccc3o2)c1,-2,-1.88,nt
CCN(CC)c1ccc2cc(-c3nnc(-c4ccc(Br)cc4)o3)c(=O)oc2c1,nt,nt,-40.0
CCO/N=C(/c1nonc1N)N1CCN(c2ccc([N+](=O)[O-])cc2)CC1,-0.88,-0.84,40.5
Cn1c(=O)c2c(ncn2Cc2ccc(Cl)c(Cl)c2)n(C)c1=O,-0.64,-0.66,54.3
CC(=NC1CC1)c1c(-c2ccccc2)[nH]n(-c2nc3ccccc3s2)c1=O,-0.32,-1.1,39.1
N#Cc1c(NC(=O)Cn2c(=O)oc3ccccc32)oc(-c2ccccc2)c1-c1ccccc1,-0.31,-0.61,15.8
CCCn1c(SCC(=O)c2cc(OC)ccc2OC)nc2c1c(=O)n(C)c(=O)n2C,nt,nt,40.0
O=C(NCCSCc1ccco1)c1ccc(CN2CCOCC2)cc1,0.38,0.06,24.1
Cc1cc(C2C(C#N)=C(N)OC3=C2C(=O)CCC3)c(C)s1 (configuration not stated),0.44,0.3,-42.9
O=C(NCc1ccc(F)cc1)c1ccc(CS(=O)(=O)Cc2ccccc2F)o1,-0.42,-0.9,15.4
COc1ccc(-c2nnn(CC(=O)c3ccc4c(c3)OCCO4)n2)cc1OC,0.93,1.49,-6.7
COc1ccc(-c2cc(=O)oc3cc(OCC(=O)c4cccc([N+](=O)[O-])c4)ccc23)cc1,-0.56,0.86,10.8
Cc1sc2nc(CSCC(=O)Nc3c(Cl)cccc3Cl)[nH]c(=O)c2c1C,0.11,-0.17,-16.1
Cc1c(Cl)cccc1NC(=O)CSc1nnc(CCNC(=O)OC(C)(C)C)o1,0.55,0.55,-6.1
O=C(CCCOc1ccccc1)N1CCN(c2ccccc2)CC1,8.77*,10.4*,-29.6
Cc1nc(NNC(=O)c2ccccc2)cc(-c2ccccc2)n1,-0.3,-0.61,38.7
O=C(CSc1nnc(Cc2ccccc2)n1Cc1ccccc1)NCc1ccco1,-0.71,-0.23,i
COc1ccc(S(=O)(=O)Nc2ccc(O)c3ccccc23)cc1,-0.78,-0.56,15.2
Cc1ccc(C)c(S(=O)(=O)NCc2ccc(C(=O)N3CCN(C)CC3)cc2)c1,-0.61,-1.18,9.6
O=C(Nc1cc(N2CCOCC2)ncn1)NC1(C(F)(F)F)Oc2ccc(Cl)cc2O1 (configuration not stated),0.12,-0.24,-28.6
Cc1ccc2c(c1)c(C)c(C)n2CC(O)Cn1nc(C)cc1C (configuration not stated),-0.81,-0.55,-60.7
Cc1ccccc1NC(=O)COC(=O)c1cccnc1,nt,nt,21.1
CC(O)c1ccc(-n2cnnn2)cc1 (configuration not stated),0.36,-0.25,14.3
COCCn1c(SCC(=O)Nc2cccc(C(=O)OC)c2)nc2ccccc2c1=O,-1.12,-1.41,nt
Cc1nn(CCC(=O)O)c2nc(-c3cccnc3)cc(C(F)(F)F)c12,0.19,0.47,nt
Cc1cc(C)n(Cc2ccc(Cl)nc2)n1,nt,nt,-11.1
CCOc1ccccc1N1CC(O)=C(c2nc3ccccc3s2)C1=N,-1.28,-0.58,-145.7
O=c1[nH]sc2ccccc12,nt,nt,-55.0
CN1C(=O)/C(=N/OC(=O)c2ccccc2)c2ccccc21,-3.12,-2.08,6.7

# The list goes on, starting with the last 6 of the part before.
SMILES,SDO1 yeast rescue,SDO1 yeast rescue Rescue 24 h,Insulin prom inh
COCCn1c(SCC(=O)Nc2cccc(C(=O)OC)c2)nc2ccccc2c1=O,-1.12,-1.41,nt
Cc1nn(CCC(=O)O)c2nc(-c3cccnc3)cc(C(F)(F)F)c12,0.19,0.47,nt
Cc1cc(C)n(Cc2ccc(Cl)nc2)n1,nt,nt,-11.1
CCOc1ccccc1N1CC(O)=C(c2nc3ccccc3s2)C1=N,-1.28,-0.58,-145.7
O=c1[nH]sc2ccccc12,nt,nt,-55.0
CN1C(=O)/C(=N/OC(=O)c2ccccc2)c2ccccc21,-3.12,-2.08,6.7
COC(=O)c1sccc1NC(=S)N1CCN(C)CC1,nt,nt,18.8
CC1=CC(C)C(/C=N/n2cnnc2)C(C)C1 (configuration not stated),0.94[15.9 µM],0.29,-100.0
O=C(CNC(=S)N(Cc1ccccc1)Cc1cccnc1)NCCN1CCOCC1,nt,nt,-16.7
COc1ccc(S(=O)(=O)NNC(=O)c2csc(-n3nc(C)cc3C(F)(F)F)n2)cc1OC,-0.12,-0.51,-24.1
O=C(c1cc(=O)[nH]c2ccccc12)N1CCc2ccccc2C1,nt,nt,40.0
CCN1CCN(C(=O)CCN2C(=O)COc3ccc(C)cc32)CC1,-0.1,-1,-25.0
CCOC(=O)/C=C1\NC(C)(C)Cc2cc(OC)c(OC)cc21,0.96,0.99,?
CCCCOc1ccc(-c2cnc3ccccc3n2)cc1,-0.14,0.26,nt
CN(C)c1ccnc2sc(C(=O)c3ccccc3)c(N)c12,-1.01,-0.5,41.9
